NPY Y1 blocker: NPY-Y1 receptor antagonists, primary screen, cell-based; HEK293-CNG Y1 cells, membrane potential fluorescence; NPY at EC95, then isoproterenol; inhibition, % at 3.6 µM; Neuropeptide Y receptor type 1 (Homo sapiens), P25929; 200,000 compounds, 1% hits;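 active means inhibition above the campaign mean inhibition of all tested compounds plus 3 SD, cut at about 20% in these data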;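 further: 0% = DMSO wells given NPY plus isoproterenol and 100% = isoproterenol alone without NPY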
Target sequence (P25929 whole entry, looked up): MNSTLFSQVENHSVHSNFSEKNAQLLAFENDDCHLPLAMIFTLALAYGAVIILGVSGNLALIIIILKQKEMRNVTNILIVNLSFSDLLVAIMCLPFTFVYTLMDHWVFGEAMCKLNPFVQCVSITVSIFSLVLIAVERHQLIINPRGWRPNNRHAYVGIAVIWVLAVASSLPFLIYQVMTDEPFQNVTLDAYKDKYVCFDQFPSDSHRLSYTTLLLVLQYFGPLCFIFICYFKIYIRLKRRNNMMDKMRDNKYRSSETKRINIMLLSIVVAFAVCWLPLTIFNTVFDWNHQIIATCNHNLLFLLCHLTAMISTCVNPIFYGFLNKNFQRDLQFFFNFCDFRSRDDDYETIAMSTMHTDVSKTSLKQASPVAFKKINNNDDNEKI
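Material: Y1- and CNG-channel-expressing HEK293 cells / Probe or stimulus: NPY 25 nM then isoproterenol 1 µM plus Ro 20-1724 25 µM / Doses: 3.6 µM single dose, DMSO 0.4% / Schedule: compound incubation 1 h at room temperature, readout 45 min post-stimulation / Signal: membrane potential fluorescence / Benchmarks: isoproterenol-only wells as full block versus NPY-plus-isoproterenol wells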
14-3-3 Bad inh: inhibitors of 14-3-3 zeta/Bad binding, primary screen, biochemical, TR-FRET, bovine 14-3-3 zeta. 14-3-3 protein zeta/delta (Bos taurus), P63103. TR-FRET 14-3-3zeta/Dy647-pBad peptide displacement, 1 h. inhibition, % at 21.7 µM. 220,000 compounds, 0.71% hits. AID 781, 2007;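 active means inhibition above about 70%, limit read from the data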;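 further: 0% = full 14-3-3 plus peptide FRET controls and 100% = background without 14-3-3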
Target sequence (P63103 whole entry, looked up): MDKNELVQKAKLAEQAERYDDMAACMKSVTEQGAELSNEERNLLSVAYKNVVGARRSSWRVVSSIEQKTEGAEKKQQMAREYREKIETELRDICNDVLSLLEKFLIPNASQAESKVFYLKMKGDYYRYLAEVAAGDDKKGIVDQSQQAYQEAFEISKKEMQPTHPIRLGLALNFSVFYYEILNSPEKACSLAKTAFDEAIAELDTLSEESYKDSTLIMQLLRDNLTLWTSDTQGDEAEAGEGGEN
EP2 mod: EP2 receptor modulators, cAMP readout, primary screen, cell-based, HTRF cAMP, PGE2 stimulation | EP2-expressing cells, cAMP HTRF FRET, PGE2 co-stimulation | induction, % at 25 µM | 260,000 compounds, 0.83% hits;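 active means compounds whose cAMP rise, as percent of the full-agonist control response, exceeds 60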;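 further: rat C6 glioma line stably carrying human EP2 under a CMV promoter; the protocol text gives 20 µM as final concentration; 100% = response of wells given 1 µM PGE2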
Target sequence (P43116 whole entry, looked up): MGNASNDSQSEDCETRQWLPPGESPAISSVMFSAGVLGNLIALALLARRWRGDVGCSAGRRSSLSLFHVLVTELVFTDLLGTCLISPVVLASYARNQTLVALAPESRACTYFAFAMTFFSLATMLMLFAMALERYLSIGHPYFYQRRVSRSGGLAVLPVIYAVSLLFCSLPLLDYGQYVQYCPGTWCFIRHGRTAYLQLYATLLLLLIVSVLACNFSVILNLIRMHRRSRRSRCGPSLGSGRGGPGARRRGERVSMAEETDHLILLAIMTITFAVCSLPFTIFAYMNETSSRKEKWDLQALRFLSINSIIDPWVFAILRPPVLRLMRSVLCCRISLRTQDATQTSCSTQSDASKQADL
TRPML3 agonist: human TRPML3 channel agonists, primary screen, cell-based, HEK293 TRPML3-YFP, Fluo-8 calcium fluorescence, 3 µM; AID 1448, 2008; 100% = the carbachol control signal; 220,000 compounds, 0.29% hits; activation, % at 3 µM; Mucolipin-3 (Homo sapiens), Q8TDD5;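 active means activation above its plate's cutoff, the mean activation of the plate's test wells plus 3 SD, cut at about 12% in these data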;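 further: 0% = DMSO only wells and 100% = carbachol wells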
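Test system: HEK293 cells stably carrying human TRPML3-YFP; Doses: single dose, 3 µM final nominal compound, 0.3% DMSO final; Schedule: dye loading 1 h 37 °C then 30 min ambient, 125 s read; Technique: Fluo-8 calcium fluorescence; Benchmarks: high control carbachol 87 µM, low control DMSO.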
TRPN1 ag: zebrafish TRPN1 channel agonists, primary screen, cell-based, HEK293, calcium fluorescence; transient receptor potential cation channel N1 (TRPN1/NompC), Danio rerio; HEK293 zebrafish TRPN1-YFP, Fluo-8 calcium fluorescence; 100% = response to 87 µM carbachol; activation, % at 3 µM; 220,000 compounds, 0.18% hits; AID 1424, 2008;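 active means activation above its plate's cutoff, the mean activation of test wells on that plate plus 3 SD, cut at about 19% in these data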;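 further: 0% = DMSO alone and 100% = 87 µM carbachol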
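Assay system: Zebrafish TRPN1-YFP in HEK293 cells | Incubation: Dye loading 1 h at 37 °C, then 30 min room temperature | Measured by: Kinetic Fluo-8 fluorescence, ex 470-495, em 515-575 nm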
PGE2 EP2 inh: human EP2 receptor antagonists, primary screen, TR-FRET cAMP, C6 glioma cells | Prostaglandin E2 receptor EP2 subtype (Homo sapiens), P43116 | C6 glioma cells expressing human EP2; cells stimulated with saturating PGE2 | inhibition, % at 25 µM | 260,000 compounds, 0.52% hits;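 active means percent inhibition above 40 after rounding to a whole number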;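 further: rat C6 glioma host cells with rolipram phosphodiesterase inhibitor present; the protocol text gives 20 µM as final concentration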
CHOP inh: inhibitors of CHOP promoter induction, primary screen, cell-based, unfolded protein response, luciferase reporter; CHO-K1 CHOP-promoter luciferase, tunicamycin-induced, 15-18 h; inhibition, % at 10 µM; 220,000 compounds, 3.8% hits; AID 2732, 2010;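 active means compounds that reduced the stress-induced luciferase reporter signal by more than about 70% of percent inhibition, limit read from the data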;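 further: 0% = tunicamycin plus vehicle and 100% = wells without tunicamycin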
PPC-1+TRAIL kill: compounds killing PPC-1 cancer cells with TRAIL present, primary screen, TRAIL potentiator project, ATPLite luminescence, uHTS; 220,000 compounds, 0.41% hits; cell killing (% activity), % at 4 µM; PPC-1 cells + TRAIL, ATPLite viability luminescence;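 active means cell killing above 50% in the first pass at 4 µM, then a duplicate retest at 5 µM averaging 50% or more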;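 further: plate controls were cells with TRAIL plus DMSO for no effect and medium-only wells lacking cells for full effect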
NPY1 pot ag: NPY-Y1 receptor potentiators or agonists, primary screen, cell-based. NPY-Y1 expressing cells, potentiator/agonist activation. activation, % at 3.6 µM. 220,000 compounds, 0.37% hits. AID 1304, 2008; in the data active means activation above about 33%, passing the limit was not always enough;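 further: cells stimulated with NPY at EC10 then isoproterenol at EC100; 0% = low agonist plus stimulus and 100% = saturating agonist plus stimulus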
The depositor's hits bear a star; / = no result given; & = joins results of further samples; [ ] = remark or other dose. An excerpt, so the mix of outcomes need not match the whole.

SMILES	NPY Y1 blocker	14-3-3 Bad inh	EP2 mod	TRPML3 agonist	TRPN1 ag	PGE2 EP2 inh	CHOP inh	PPC-1+TRAIL kill	NPY1 pot ag
COc1ccc(NC(=O)CSc2nc(C)c3c(c2C#N)CCCC3)cc1	5	-1[fluorescence artefact?]	-24	-0.5	-2.5	5	17	0	-14
Cc1cccc(N2CCN(C(=S)NCc3ccco3)CC2)c1C	-4	9[fluorescence artefact?]	-41	0.2	-1.3	5	0	21	-8
O=C(O)C1CCCCC1C(=O)Nc1ccccc1Cl (configuration not stated)	3	-6[fluorescence artefact?]	8	0.1	1.2	5	16	-4	2
CC(NC(=O)Cn1c(NCCO)nc2ccccc21)C1CC2CCC1C2 (configuration not stated)	40*	3	-6	0.3	0.2	7	2	11	-39
CC1(C)C[C@@H]2C[C@@](C)(CN2C(=O)c2ccccc2)C1	/	-6	7	1.1	0.5	9	12	-5	11
CCOc1ccc(CONS(=O)(=O)c2ccc(NC(C)=O)cc2)cc1Cl	-7	-2	-14	1.1	1.9	13	26	14	-6
Cc1cc(C)n(/N=C/c2cc([N+](=O)[O-])ccc2O)c(=O)c1	1	-4	21	1.3	0.6	2	23	4	-4
O=C1C2C3CCC(C3)C2C(=O)N1CNc1ccc(F)cc1 (configuration not stated)	9	-15	19	1.2	2.3	1	30	-7	15
O=C(Nc1ccc(NC(=O)c2cccs2)cn1)c1ccco1	3	13	5	-0.3	0.7	14	14	41[5 µM]	1
O=[n+]1cc(-c2ccc(F)cc2)n([O-])c2c1CCC2	-2	2[fluorescence artefact?]	10	0.4	0.2	/	13	13	6
Cc1noc(C)c1C(=O)OCC(=O)c1cc(C)n(Cc2ccccc2Cl)c1C	8	-11	39	0.8	1.2	5	58	21	-26
CCN(CC)S(=O)(=O)c1ccc(/C=C/C(=O)OCC(=O)Nc2ccc(C(N)=O)cc2)cc1	0	6	-19	0.3	1.0	6	3	9	-12
Cc1ccc(S(=O)(=O)Nc2ccc3ncccc3c2)cc1	-2	-3	-14	2.3	5.3	17	/	18	13
Cc1[nH]c2ccc(OCc3ccccc3)cc2c1CCN1C(=O)OC(C)(C)C1(C)O (configuration not stated)	-2	3	-3	0.5	0.6	14	15	-4	-4
COc1cc(CCCN2C(=S)NC[C@@H]2Cc2ccccc2)cc(OC)c1OC	-2	-6	-9	0.0	0.6	10	-6	-13	5
N#C/C(=C\c1cc2c(cc1Br)OCO2)C(=O)NCC1CCCO1 (configuration not stated)	/	2	-23	1.5	2.1	11	-24	9	16
Cc1c(C#N)c(N)nc2c3c(sc12)NC(=O)CC3c1ccccc1 (configuration not stated)	-2	17	17	0.5	0.9	5	11	34	-24
C=CC(=O)NCCCc1cc(C(C)(C)C)c(O)c(C(C)(C)C)c1	3	8	11	-0.5	-1.7	7	13	-9	11
CC(=O)N1N=C(c2ccc3ccccc3c2)OC12CCCC2	/	8	38	-0.2	0.3	14	12	1	0
Cc1ccc(-c2cc(C(=O)N3CCCc4ccccc43)no2)cc1	8	-7	-5&6	0.4	-1.1	5&8	-23	11	-14
CC/C(=N\NC(=S)Nc1cccc(C)c1)c1ccccc1	-3	-32	37	0.8	-0.3	7	-31	7	6
CC(C)Nc1nc(NC(C)C)nc(N(C)n2cnnc2)n1	1	16[fluorescence artefact?]	-36	0.1	-0.2	17	-11	4	-11
CC(=O)c1ccc(NC(=O)c2ccn[nH]2)cc1	-2	6[fluorescence artefact?]	10	0.6	0.4	6	62	27	1
COc1ccc(C2=NC(C(F)(F)F)(C(F)(F)F)c3c(n(C)c(=O)n(C)c3=O)N2)cc1	-1	11	-12	0.3	1.4	7	-21	9	-29
CC(=O)Nc1ccc(NC(=O)c2cc(-n3cnnc3)ccc2Cl)cc1	1	-9	-7	0.9	-0.2	5	5	18	-1
C=CCn1cc(C(=O)NCC2CCCO2)c(=O)c2cc(S(=O)(=O)N3CCCCCC3)ccc21 (configuration not stated)	12	0	0	0.8	0.2	4	3	17	-20
O=C(CCNc1n[nH]c(=O)[nH]c1=O)N/N=C/c1ccc(Cl)cc1	-6	-9	15	0.4	0.6	7	11	30	5
Nc1nnc(CCCCc2cccs2)o1	1	-2	0	0.3	0.7	11	7	8	1
N#Cc1c(NC(=O)CSc2nc3ccccc3s2)sc2c1CCCC2	1	-3	11	0.7	-0.4	8	18	33	1
Oc1ccccc1C1N=C(c2ccccc2)NC(c2ccccc2)=N1	3	0	9	0.3	-1.6	6	-6	5	5
CCCCNC(=O)Nc1c(C)cc(SC#N)cc1C	-6	-9	-12	0.8	-0.8	6	11	22	-7
Cc1ccccc1C(=O)NC1CCS(=O)(=O)C1 (configuration not stated)	2	-12	24	0.9	-0.8	/	1	26	-8
Nc1nn(-c2ccccc2)c(N)c1N=Nc1ccc2c(c1)OCO2	3	-1[fluorescence artefact?]	-59	-0.4	-0.7	17	-22	12	-9
O=C(Nc1ccccc1C(=O)O)c1cccc(NC(=O)c2ccc(Br)o2)c1	2	8	0	-0.4	0.6	2	26	18	-11
Cc1ccc(S(=O)(=O)/C(=C\N(C)C)c2cnc(Cl)s2)cc1	-1	-8	4	0.2	-0.7	4	9	12	-23
CCN(C1CCCCC1)S(=O)(=O)c1cn(C)c(=O)n(C)c1=O	6	7	19	0.6	1.8	11	-9	14	-14
COc1ccc(CN2CN(c3ccc(Cl)cc3)C(=O)N(n3cnnc3)C2)cc1	2	6	-4	0.3	2.7	4	-1	26	-2
Cc1c(C(=O)NNC(=S)Nc2cccc(Cl)c2)nnn1-c1ccccc1	13	0	22	0.6	-0.6	11	-8	11	-30
CCc1cc2c(SCC(=O)C(C#N)=C3N(C)c4ccccc4N3C)ncnc2s1	4	1	-15	0.5	0.1	12	-44	0	-15
Cc1cc(C(=O)NNC(=S)NC(C)c2ccccc2)c2ccccc2n1 (configuration not stated)	9	-15[fluorescence artefact?]	10	0.1	1.3	20	-16	-4	-19
Cc1cc(-c2[nH]nc3c2C(c2ccc(Cl)cc2)C(C#N)=C(N)O3)c(C)s1 (configuration not stated)	59*	-2	-8&37	0.0	-0.4	13&23	103*	2	-15
O=C(CCC(=O)OCC(=O)c1ccc(Br)cc1)NC1CCCCC1	-3	-2	-5	0.9	3.2	6	-8	22	-1
Cc1nc(-c2ccccc2)c(-c2ccccc2)[nH]1	2	-9	7	1.3	2.6	14	8	1	-29
COc1ccc(N2CCN(c3ncnc4nc[nH]c34)CC2)cc1	-2	7	-25	1.6	1.2	9	20	12	2
CCOc1ccc(NC(=O)CSc2nnc(-c3ccco3)n2C)cc1	1	-7	25&-29	0.8	0.1	17&7	6	-18	-7
O=C(Nc1cc2c(cc1Cl)OCCCO2)c1ccccc1	-4	0	-8	0.6	-0.7	9	9	18	4
COC(=O)CCN(C(=O)c1cccc([N+](=O)[O-])c1)c1ccccn1	-2	-1	27	0.6	-0.8	4	-9	4	-1
Cc1ccc(S(=O)(=O)n2ccc(=O)[nH]2)cc1	2	0	-18	0.5	0.2	8	-6	2	-3
Cc1ccc(NC(=S)N/N=C2\CCCCC2C)cc1 (configuration not stated)	0	-22	20	1.2	-0.5	0	32	-2	9
CC(C)Cc1cc(C(=O)N2CCN(C(c3ccccc3)c3ccccc3)CC2)no1	1	1	10	0.1	-0.3	8	23	21	-39
CCOCCCNCc1c(Cl)cccc1Cl	0	17	-7	0.6	0.5	3	14	-1	-9
COc1ccc(-n2c(C)nc3cc(C(=O)NCc4ccco4)ccc32)cc1	5	3[fluorescence artefact?]	-22	-0.1	-1.0	12	29	-6	18
COc1ccc(C(=O)OCCN2CCCCC2)cc1	0	-8	21	0.8	0.1	8	0	15	3

As a working copy, some entries already given.
SMILES	NPY Y1 blocker	14-3-3 Bad inh	EP2 mod	TRPML3 agonist	TRPN1 ag	PGE2 EP2 inh	CHOP inh	PPC-1+TRAIL kill	NPY1 pot ag
COc1ccc(NC(=O)CSc2nc(C)c3c(c2C#N)CCCC3)cc1	5	-1[fluorescence artefact?]	-24	-0.5	-2.5	5	17	0	-14
Cc1cccc(N2CCN(C(=S)NCc3ccco3)CC2)c1C	-4	9[fluorescence artefact?]	-41	0.2	-1.3	5	0	21	-8
O=C(O)C1CCCCC1C(=O)Nc1ccccc1Cl (configuration not stated)	3	-6[fluorescence artefact?]	8	0.1	1.2	5	16	-4	2
CC(NC(=O)Cn1c(NCCO)nc2ccccc21)C1CC2CCC1C2 (configuration not stated)	40*	3	-6	0.3	0.2	7	2	11	-39
CC1(C)C[C@@H]2C[C@@](C)(CN2C(=O)c2ccccc2)C1	/	-6	7	1.1	0.5	9	12	-5	11
CCOc1ccc(CONS(=O)(=O)c2ccc(NC(C)=O)cc2)cc1Cl	-7	-2	-14	1.1	1.9	13	26	14	-6
Cc1cc(C)n(/N=C/c2cc([N+](=O)[O-])ccc2O)c(=O)c1	1	-4	21	1.3	0.6	2	23	4	-4
O=C1C2C3CCC(C3)C2C(=O)N1CNc1ccc(F)cc1 (configuration not stated)	9	-15	19	1.2	2.3	1	30	-7	15
O=C(Nc1ccc(NC(=O)c2cccs2)cn1)c1ccco1	3	13	5	-0.3	0.7	14	14	41[5 µM]	1
O=[n+]1cc(-c2ccc(F)cc2)n([O-])c2c1CCC2	-2	2[fluorescence artefact?]	10	0.4	0.2	/	13	13	6
Cc1noc(C)c1C(=O)OCC(=O)c1cc(C)n(Cc2ccccc2Cl)c1C	8	-11	39	0.8	1.2	5	58	21	-26
